Assay outcomes as filed in PubChem BioAssay.
PNC assembly inh: High Content Assay for Compounds that inhibit the Assembly of the Perinucleolar Compartment. PC3M PTB-GFP, PNC prevalence imaging, 16 h; stronger effect = lower value. 140,000 tested, 3.1% active. activity change (PNC), negative = inhibition, % at 10 µM;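 active = readout at or below -70, meaning at least 70% loss of cells showing the perinucleolar compartment, a nuclear body marking cancer cells; inconclusive = readout between -30 and a set limit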;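 note: plate controls were DMSO wells for no effect and camptothecin positive control wells for full effect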
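Compounds are pinned in duplicate onto adhered PC3M cells stably expressing GFP-tagged PTB and incubated 16 h at 37 C. Cells are then fixed, nuclei stained with Hoechst, and PNC-positive cells counted.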
ALOX15B inhib: qHTS Assay for Inhibitors of 15-hLO-2 (15-human lipoxygenase 2); Polyunsaturated fatty acid lipoxygenase ALOX15B (Homo sapiens), O15296; purified 15hLO-2, xylenol orange hydroperoxide absorbance; Potency, µM (doses to about 57.1 µM), without a hit: at the highest dose activity change, negative = inhibition, hits mostly inhibitors; 110,000 tested, 0.56% active; AID 881, 2007; note: potency is the fitted concentration of half-maximal effect; nearly all actives have a fitted effect of over 60% in size; many of its hits are not listed in these tables
Target sequence (O15296 whole entry, looked up): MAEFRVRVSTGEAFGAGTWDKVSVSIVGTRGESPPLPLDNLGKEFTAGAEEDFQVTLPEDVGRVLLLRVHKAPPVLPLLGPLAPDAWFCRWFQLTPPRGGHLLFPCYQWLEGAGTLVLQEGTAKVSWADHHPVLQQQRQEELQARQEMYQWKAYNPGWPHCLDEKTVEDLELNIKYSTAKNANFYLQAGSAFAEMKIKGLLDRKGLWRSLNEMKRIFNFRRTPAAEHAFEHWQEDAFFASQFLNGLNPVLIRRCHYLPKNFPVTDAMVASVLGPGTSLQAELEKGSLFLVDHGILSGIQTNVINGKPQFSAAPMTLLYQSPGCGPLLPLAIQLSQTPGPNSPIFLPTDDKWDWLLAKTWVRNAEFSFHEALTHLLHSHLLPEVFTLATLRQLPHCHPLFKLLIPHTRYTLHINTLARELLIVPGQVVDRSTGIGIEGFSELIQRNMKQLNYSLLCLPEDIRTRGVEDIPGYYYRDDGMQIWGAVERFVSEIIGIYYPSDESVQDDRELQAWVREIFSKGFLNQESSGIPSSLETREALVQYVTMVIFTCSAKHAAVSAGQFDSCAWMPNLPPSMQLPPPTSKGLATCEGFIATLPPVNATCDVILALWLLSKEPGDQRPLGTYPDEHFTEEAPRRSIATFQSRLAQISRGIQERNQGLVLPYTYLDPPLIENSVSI
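Enzyme 50 nM, AA 45 uM, 25 mM Hepes pH 7.5 + 0.01% Triton X-100; cpd preinc 15 min RT, rxn 90 min RT; stop/detect with 200 uM XO + 300 uM Fe(II) in 50 mM H2SO4, 30 min; A573/A405.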
IMPase inh: qHTS Assay for Identifying the Cell-Membrane Permeable IMPase Inhibitors; Inositol monophosphatase 1 (Rattus norvegicus), P97697; CHO-M1 cells, IP1 accumulation, HTRF TR-FRET ratio; inhibition (IP1 accumulation), % at 46.1 µM; 120,000 tested, under 10 active; active = well fitted curve in the direction sought with a large enough effect in the signal ratio, not every such curve was filed as active; inconclusive = small, poorly fitted or top-dose-only effect, or a change in a side signal; inactive = no such curve, though single readings can be large or run the other way; the % refers to the signal ratio;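 note: cells stimulated with carbachol in lithium chloride buffer; plate controls were DMSO basal wells for no effect and reference inhibitor wells for full effect; higher means more IMPase inhibition seen as more IP1 and lower FRET ratio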
Target sequence (P97697 whole entry, looked up): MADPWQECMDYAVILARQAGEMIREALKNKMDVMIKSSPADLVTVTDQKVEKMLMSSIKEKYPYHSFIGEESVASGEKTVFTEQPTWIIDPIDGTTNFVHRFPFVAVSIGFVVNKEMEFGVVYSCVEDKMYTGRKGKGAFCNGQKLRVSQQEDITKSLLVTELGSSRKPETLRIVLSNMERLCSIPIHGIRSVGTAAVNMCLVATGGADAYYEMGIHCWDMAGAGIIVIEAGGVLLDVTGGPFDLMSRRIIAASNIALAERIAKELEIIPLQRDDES
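Measured: the HTRF emission ratio (665/620 nm) plus the 620 nm donor channel, each fitted to the Hill equation to give AC50. Cells were CHO-M1 given compounds up to 46 uM and a 30 min carbachol stimulation at 37C.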
ALOX12 inhib: qHTS Assay for Inhibitors of 12-hLO (12-human lipoxygenase) | 150,000 tested, 0.12% active | Polyunsaturated fatty acid lipoxygenase ALOX12 (Homo sapiens), P18054 | Potency, µM (series often up to 57.1 µM), inactives show top-dose activity change, negative = inhibition, hits mostly inhibitors | purified 12-hLO, xylenol orange hydroperoxide absorbance; note: potency is the fitted concentration of half-maximal effect; nearly all actives have a fitted effect of over 55% in size; many of its hits are not listed in these tables
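Purified human 12hLO (150 nM final) was preincubated with compounds for 15 min at room temperature in 25 mM Hepes pH 7.0, 0.01% Triton X-100, then reacted with 40 uM arachidonic acid for 30 min. Hydroperoxide was detected with ferrous iron/xylenol orange.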
Numbers without * were called inactive; u = inconclusive; x = no result given; [ ] = another dose, or the depositor's remark. Unless noted, calls come from the whole dose curve; as a rule, active = well fitted curve in the direction sought with a large enough effect; inconclusive = small, poorly fitted or top-dose-only effect, or another doubt; inactive = no such curve, though single readings can be large; an effect the other way counts as inactive or inconclusive. Unless noted, % is set by controls: 0 for no effect and ±100 for the full control effect. These rows are one share of the data. The share of hits here may be higher or lower than overall.

ALOX12 inhib	PNC assembly inh	SMILES	ALOX15B inhib	IMPase inh
0%	u	CC(C)c1nc2n[nH]c(N)c2c2c1CCC2	5%	-8
3%	33	O=C1C(Cl)=C(N2CCOCC2)C(=O)N1CCc1ccccc1	-3%	-7
-2%	-13	CC(C)C(=O)Nc1ccc(C(=O)NNC(=O)CCc2ccccc2)cc1	x	x
2%	11	Cc1cc(=O)oc2cc(OC(C)C(=O)O)c(Cl)cc12 (stereo not given)	5%	5
-11%	16	O=C(COc1ccc(S(=O)(=O)NC2CCCCC2)cc1Cl)Nc1ccc2c(c1)OCO2	-2%	2
-1%	20	CCOC(=O)c1[nH]c2ccc(F)cc2c1NC(=O)C1=COCCO1	-2%	6
-11%	27	CSCc1cc(N2CCOCC2)nc(SCc2ccc(Cl)c(Cl)c2)n1	-2%	4
8%	u	COc1ccc(-c2nc(NC(=O)C3CC(=O)N(c4ccc5c(c4)OCCO5)C3)sc2C)cc1 (stereo not given)	x	x

An excerpt from above in order of the ALOX15B inhib value, lowest first.
ALOX12 inhib	PNC assembly inh	SMILES	ALOX15B inhib	IMPase inh
3%	33	O=C1C(Cl)=C(N2CCOCC2)C(=O)N1CCc1ccccc1	-3%	-7
-11%	16	O=C(COc1ccc(S(=O)(=O)NC2CCCCC2)cc1Cl)Nc1ccc2c(c1)OCO2	-2%	2
2%	11	Cc1cc(=O)oc2cc(OC(C)C(=O)O)c(Cl)cc12 (stereo not given)	5%	5

Following part
ALOX12 inhib	PNC assembly inh	SMILES	ALOX15B inhib	IMPase inh
-2%	10	COC(=O)c1cc2ccsc2n1CC(=O)N(C)C1CCCCC1	-5%	-3
2%	-12	COc1ccccc1NS(=O)(=O)c1cc([N+](=O)[O-])ccc1N/N=C/c1c(C)[nH]c2ccccc12	-20%	10
-9%	23	O=C(NCCN1CCN(c2ccccc2)CC1)c1cccn2c(=O)c3cc(Cl)ccc3nc12	13%	6
-2%	-11	c1ccc(-c2ccc(Oc3cc(N4CCOCC4)nc(-c4ccccc4)n3)cc2)cc1	13%	2
-4%	-13	CN(C)C(/C=C/Nc1ccc(C#N)cc1)=C(C#N)C#N	-10%	3
-3%	u	O=C(Cn1c(SCc2ccccc2)nc2ccccc21)N1CCOCC1	0%	6
-4%	-28	CC(C)COC(=O)C1C2C=CC3(CN(C(C)c4ccc(Br)cc4)C(=O)C13)O2 (stereo not given)	-5%	-8
-2%	65	Cc1ccc(S(=O)(=O)N2CCOC2CNC(=O)C(=O)NCc2cccnc2)cc1 (stereo not given)	x	x

Next part:
ALOX12 inhib	PNC assembly inh	SMILES	ALOX15B inhib	IMPase inh
-3%	u	COc1cccc(-c2cc(C(=O)Nc3cccnc3)no2)c1	-2%	u
-6%	-20	O=C(CSc1nccn1-c1ncc(C(F)(F)F)cc1Cl)c1ccc(Br)cc1	49%[activator]	5
-4%	55	Cn1cc(C(=O)N2CCc3ccccc32)cn1	x	x
3%	-28	COc1ccc(NC(=O)CC2COc3ccccc3O2)c(OC)c1 (stereo not given)	3%	2
-7%	u	CCOC(=O)c1c(C)[nH]c(C(=O)N/N=C\c2ccccc2O)c1C	x	-4
-7%	5	O=C(NCc1ccco1)c1cccc(-c2nnc(-c3ccccc3)o2)c1	2%	23
u	-3	COC(=O)C(NNc1ccccc1)(NC(=O)c1ccccc1F)C(F)(F)F (stereo not given)	-19%	10
5%	-24	COc1cc(CNCCO)ccc1OC1CCCC1	3%	4

Next section:
ALOX12 inhib	PNC assembly inh	SMILES	ALOX15B inhib	IMPase inh
-4%	50	CCCCNC(=S)NNC(=O)c1csc(C)c1CC	x	x
-7%	u	CCOC(=O)C1C(=O)CC(C)(O)C(C(=O)OCC)C1c1cccs1 (stereo not given)	0%	u
-1%	u	Cc1csc(NC(=O)CSc2nnc(NC(=O)COc3ccc(Cl)cc3)s2)n1	x	x
-8%	-1	COc1ccc2[nH]c(=O)c(C(c3nnnn3C(C)(C)C)N(Cc3ccco3)CC3CCCO3)cc2c1 (stereo not given)	-5%	2
2%	u	O=C(CCCOc1ccccc1)Nc1ccccc1C(F)(F)F	x	7
0%	-1	CC(=O)Nc1ccc(SCC(=O)c2cc(C)n(Cc3cccs3)c2C)cc1	-6%	5
-18%	1	O=C(Nc1ccc(F)c(F)c1)c1ccc(F)c(S(=O)(=O)N2CCOCC2)c1	4%	0
-4%	u	CCOc1ccc2ncc(S(=O)(=O)c3ccc(C)cc3)c(N3CCC4(CC3)OCCO4)c2c1	x	2

Additional results follow.
ALOX12 inhib	PNC assembly inh	SMILES	ALOX15B inhib	IMPase inh
-2%	13	C(=N\N1CCOCC1)/c1cccs1	x	x
-11%	u	Cc1cc2oc(=O)cc(CSc3nnc(C)n3N)c2cc1C(C)C	-9%	-2
-9%	u	CCOC(=O)Cc1csc(NC(=O)c2cccnc2)n1	1%	-10
3%[11.4 µM]	x	Clc1ccc(Cl)c(Nc2ccnc(SCc3ccccc3)n2)c1	10%[11.4 µM]	x
-5%	u	O=S(=O)(c1ccc(-c2csc(Nc3ccc(Br)cc3)n2)cc1)N1CCCC1	x	x
-5%	14	O=C1CN(C(=O)COC(=O)C2CC(=O)N(Cc3ccco3)C2)c2ccccc2N1 (stereo not given)	24%	10
-4%	u	c1ccc(-c2csc(N3CCOCC3)n2)cc1	-1%	5
2%	16	Clc1ccc(OCCN2CCCCC2)cc1Cl	x	x

(listing goes on)
ALOX12 inhib	PNC assembly inh	SMILES	ALOX15B inhib	IMPase inh
1%[11.4 µM]	x	O=C(c1cc(Br)ccc1O)c1cc(Br)ccc1O	-12%[11.4 µM]	x
-5%	20	NC(=O)c1ccccc1-c1nc(-c2ccccc2)no1	1%	-5
-4%	-11	COc1ccc(N(C(=O)c2cccnc2)S(=O)(=O)c2ccc3c(c2)n(C)c(=O)n3C)cc1	-5%	1
-6%	-12	CCCC1=C(C(=O)OCC)C(c2ccc(F)cc2)n2ncnc2N1 (stereo not given)	28%	9
-2%	u	CN(C)c1ccc(N=Nc2ccccc2C(=O)OCC(=O)N(C)c2ccccc2)cc1	x	3
-1%	-10	Cc1cc(C)c2[nH]c(=O)c(CN(CC3CCCO3)S(=O)(=O)c3ccc4c(c3)OCCO4)cc2c1 (stereo not given)	22%	3
-6%	-23	N#CC(C(=O)Nc1ccccc1)=C1CCCCC1	6%	0
2%	18	O=C(NCCCn1ccnc1)C1CC(c2cccc(Br)c2)=NO1 (stereo not given)	15%	0

The results go on:
ALOX12 inhib	PNC assembly inh	SMILES	ALOX15B inhib	IMPase inh
-5%	42	COc1ccc(N=C2SC(C(=O)Nc3ccc(OC)cc3)CC(=O)N2CCN2CCOCC2)cc1 (stereo not given)	x	x
13%	33	Cc1ccc(NC(=O)Cn2nnc(C(=O)NCc3ccco3)c2N)cc1	0%	4
7%	-7	CC1(C)Cc2ccccc2-c2nnc(SCc3ccccc3)n21	x	11
-10%	22	c1ccc(Nc2nc(-c3cccs3)cs2)nc1	x	-8
1%	28	CN(C)c1cccc(C(=O)NNC(=O)NC2CCCCC2)c1	x	-1
5%	18	COC(=O)/C=c1/s/c(=C(/C#N)C(=O)NCc2ccccc2)n(-c2ccccc2)c1=O	-1%	2
0%	-5	CCC(C)NCC(=O)Nc1cc(S(=O)(=O)N(CC)c2ccccc2)ccc1Cl (stereo not given)	x	x
9%	38	O=C(Nc1cccnc1)c1sc(Nc2ccccc2)nc1-c1ccccc1	x	x

The list continues.
ALOX12 inhib	PNC assembly inh	SMILES	ALOX15B inhib	IMPase inh
3%[11.4 µM]	x	CC(C)[C@@H](C)/C=C\[C@@H](C)[C@@H]1CC[C@H]2C3=CC=C4C[C@@H](O)CC[C@]4(C)[C@H]3CC[C@]21C	-4%[11.4 µM]	x
13%	-20	O=C(O)C1CC=CCC1C(=O)Nc1ccccc1 (stereo not given)	3%	4
-7%	u	CCOC(=O)c1c(NC(=S)NC(=O)c2ccc(Cn3cc(Cl)cn3)o2)sc2c1CCC(C)C2 (stereo not given)	u	2
-6%	14	O=C(Nc1ccccc1)OCc1cn(-c2ccc(Cl)cc2)nn1	-1%	u
0%	-16	O=C(c1ccccc1)N1CCN(c2ccc([N+](=O)[O-])c(NCc3ccco3)c2)CC1	-18%	9
2%	42	COC(=O)COc1ccc(S(=O)(=O)NCc2ccncc2)cc1	-1%	15
-2%	-9	COc1ccc(C(=O)Cn2c(N3CCOCC3)nc3c2c(=O)n(C)c(=O)n3C)cc1	6%	2
2%	-12	Fc1ccc(-c2nnc(CSc3nnc4ccccn34)o2)cc1	x	x

Further entries
ALOX12 inhib	PNC assembly inh	SMILES	ALOX15B inhib	IMPase inh
2%	6	CC(C)n1cc(NC(=O)C2CC(c3cccc(Br)c3)=NO2)cn1 (stereo not given)	-14%	-5
1%	-5	COc1ccc(-n2nc(C(=O)O)c3ccccc3c2=O)c(OC)c1	4%	11
3%	u	O=C(CCCSc1nc2ccccc2[nH]1)Nc1ccccc1	x	4
4%	-4	Cc1ccc(C(=O)OCC(=O)NCc2ccco2)cc1	3%	2
3%	34	CC(C)c1ccc(SCc2noc(C(=O)NCC3CCCO3)c2C(=O)O)cc1 (stereo not given)	-5%	9
-2%	-17	c1ccc(-c2nn3c(-c4ccccc4)nnc3s2)cc1	4%	-4
-2%	u	Cc1cnn(C(=O)c2oc3ccccc3c2C)c1	-4%	3
-1%	-3	O=C(Nc1cccc(Cl)c1)N(Cc1nc2ccccc2c(=O)[nH]1)Cc1cccs1	x	7

New compounds follow
ALOX12 inhib	PNC assembly inh	SMILES	ALOX15B inhib	IMPase inh
0%	15	COc1ccc(NC(=O)c2sc3nc(Cc4ccccc4)cc(C(F)(F)F)c3c2N)cc1OC	x	x
-5%	33	COc1ccc(OCC(=O)Nc2nnc(C)s2)cc1	13%	u
-5%	13	O=C(NCc1ccc2c(c1)OCO2)C1CCCN(S(=O)(=O)c2cccs2)C1 (stereo not given)	-4%	-4
1%	u	Cc1cccc(-n2cc(C#N)c(=O)[nH]c2=O)n1	x	x
-10%	65	CCOC(=O)c1c(N)sc(C(O)(C(F)(F)F)C(F)(F)F)c1-c1ccc(F)cc1	1%	1
u	x	O=C1OC2(c3ccc(O)cc3Oc3cc(O)ccc32)c2c1c(-c1ccccc1)c(-c1ccccc1)c(-c1ccccc1)c2-c1ccccc1	0%[11.4 µM]	x
1%	23	Cc1ccc(NC(=S)NNC(=O)c2nnn(-c3ccccc3)c2C)cc1	x	x
-3%	-8	CCC(=O)c1ccc(OCc2ccccc2)c(OC)c1	x	x

Next section:
ALOX12 inhib	PNC assembly inh	SMILES	ALOX15B inhib	IMPase inh
-1%	-14	O=C(NC1CCCCCC1)C1c2ccccc2C(=O)N1CCCN1CCOCC1 (stereo not given)	7%	9
-8%	-23	O=C(Nc1cnc2ccccc2c1)c1cccc(-n2cnnn2)c1	9%	2
-4%	-8	Cc1ccc(-c2csc(NC(=O)Cc3cccs3)n2)cc1C	-6%	-4
1%	-94*	CCOC(=O)c1cccc(NC(=O)CSc2nc3ccccc3c(=O)n2CC)c1	-6%	-23
1%	x	N#Cc1cccc(NC(=O)N2CC[C@@]3(CCCN(C(=O)c4ccco4)C3)C2)c1	7%	x
3%	u	Cc1ccc(C)c(NC(=S)NNC(=O)c2csc(C)c2)c1	x	x
-18%	72	O=C(NCCc1ccc(Cl)cc1)Nc1cccc(Cl)c1	x	9
3%	1	O=C(CSCc1ccc(Cl)cc1)Nc1nccs1	-2%	4
-7%	u	O=C(c1ccc(C#CC2(O)CCCCC2)cc1)N1CCOCC1	4%	u
